Assay outcomes deposited in PubChem by several laboratories.
p97 inhibitor: inhibitors of human p97 ATPase. AID 1481. recombinant p97 ATPase, Kinase-Glo ATP luminescence, 3 h. hit rate 0.42% among 220,000. inhibition, % at 8 µM. P55072; in the data active = inhibition above about 15%;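 also: 0% = DMSO vehicle and 100% = wells lacking enzyme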
NPY2 pot ag: potentiators or agonists of human neuropeptide Y receptor Y2. P49146. cells expressing NPY-Y2, potentiator/agonist read-out. activation, % at 3.6 µM. hit rate 0.45% among 220,000. AID 1359; in the data active = activation above about 27%;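 also: cells stimulated with NPY near EC25 plus isoproterenol at EC100; 0% = vehicle plus submaximal agonist and 100% = vehicle plus saturating agonist; some results beyond the cut were filed as inactive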
Target sequence (P49146 whole entry, looked up): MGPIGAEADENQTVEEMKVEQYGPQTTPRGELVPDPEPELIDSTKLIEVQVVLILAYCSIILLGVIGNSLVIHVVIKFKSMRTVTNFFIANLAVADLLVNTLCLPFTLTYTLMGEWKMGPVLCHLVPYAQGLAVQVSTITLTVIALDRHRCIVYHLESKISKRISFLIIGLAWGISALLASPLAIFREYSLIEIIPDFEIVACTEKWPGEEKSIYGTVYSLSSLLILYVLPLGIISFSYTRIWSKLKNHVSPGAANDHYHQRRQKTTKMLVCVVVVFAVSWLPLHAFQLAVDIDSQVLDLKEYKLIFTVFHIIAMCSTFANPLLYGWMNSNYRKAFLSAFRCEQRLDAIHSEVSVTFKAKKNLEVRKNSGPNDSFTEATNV
EP2 modulator: EP2 receptor (human) modulation; induction, % at 25 µM; EP2-expressing cells, cAMP HTRF FRET, PGE2 co-stimulation; AID 940; P43116; hit rate 0.83% among 260,000;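 active = compounds whose cAMP rise, as percent of the full-agonist control response, exceeds 60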;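 also: rat C6 glioma line stably carrying human EP2 under a CMV promoter; the protocol text gives 20 µM as final concentration; 100% = response of wells given 1 µM PGE2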
S1P4 agonist: agonists of human S1P4 receptor | O95977 | S1P4-expressing cell line, agonist reporter assay | activation, % at 4.98 µM | hit rate 0.35% among 220,000; in the data active = activation above about 11%;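 also: 0% = DMSO vehicle and 100% = reference agonist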
Target sequence (O95977 whole entry, looked up): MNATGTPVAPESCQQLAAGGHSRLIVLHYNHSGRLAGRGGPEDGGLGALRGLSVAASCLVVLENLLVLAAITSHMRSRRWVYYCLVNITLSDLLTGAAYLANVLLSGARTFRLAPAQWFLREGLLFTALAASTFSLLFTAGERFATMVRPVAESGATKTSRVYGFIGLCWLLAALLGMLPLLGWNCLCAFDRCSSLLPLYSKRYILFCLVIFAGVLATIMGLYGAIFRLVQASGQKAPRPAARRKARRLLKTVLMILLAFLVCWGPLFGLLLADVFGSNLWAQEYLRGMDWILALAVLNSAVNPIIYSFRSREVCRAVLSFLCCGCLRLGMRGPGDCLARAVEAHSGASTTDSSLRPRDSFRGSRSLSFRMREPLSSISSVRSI
NPY1 pot ag: potentiates or activates human NPY-Y1 receptor | P25929 | NPY-Y1 expressing cells, potentiator/agonist activation | activation, % at 3.6 µM | hit rate 0.37% among 220,000 | AID 1304; in the data active = activation above about 33%, passing the limit was not always enough;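 also: cells stimulated with NPY at EC10 then isoproterenol at EC100; 0% = low agonist plus stimulus and 100% = saturating agonist plus stimulus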
eIF4E 4G PPI: inhibitors of eIF4E and eIF4G interaction in translation initiation | hit rate 0.37% among 220,000 | inhibition, % at 21.7 µM | TR-FRET eIF4E-eIF4GI(517-606) binding, 2 h;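 active = inhibition above about 30%, limit read from the data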;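 also: 0% = full FRET control wells and 100% = background wells lacking eIF4GI fragment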
PGE2 EP2 inh: inhibitors of human EP2 prostaglandin E2 receptor | P43116 | C6 glioma cells expressing human EP2, cAMP TR-FRET; cells stimulated with saturating PGE2 | inhibition, % at 25 µM | hit rate 0.52% among 260,000 | AID 1422;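 active = percent inhibition above 40 after rounding to a whole number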;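 also: rat C6 glioma host cells with rolipram phosphodiesterase inhibitor present; the protocol text gives 20 µM as final concentration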
S1P4 antag: antagonists of human S1P4 receptor; O95977; S1P4-expressing cells, antagonist mode, reporter read-out; inhibition, % at 4.98 µM; hit rate 0.26% among 220,000; in the data active = inhibition above about 29%;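 also: 0% = wells stimulated with agonist and 100% = vehicle wells without agonist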
NPY-Y1 antag: antagonists of human neuropeptide Y receptor Y1; hit rate 1% among 200,000; P25929; inhibition, % at 3.6 µM; HEK293-CNG Y1 cells, membrane potential fluorescence; NPY at EC95, then isoproterenol;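 active = inhibition above the campaign mean inhibition of all tested compounds plus 3 SD, cut at about 20% in these data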;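 also: 0% = DMSO wells given NPY plus isoproterenol and 100% = isoproterenol alone without NPY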
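Material: Y1- and CNG-channel-expressing HEK293 cells / Probe or stimulus: NPY 25 nM then isoproterenol 1 µM plus Ro 20-1724 25 µM / Doses: 3.6 µM single dose, DMSO 0.4% / Schedule: compound incubation 1 h at room temperature, readout 45 min post-stimulation / Signal: membrane potential fluorescence / Benchmarks: isoproterenol-only wells as full block versus NPY-plus-isoproterenol wells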
* marks the source's active call; other numbers are inactive results; x = no result given; & = joins results of further samples; [ ] = remark or other dose.

SMILES	p97 inhibitor	NPY2 pot ag	EP2 modulator	S1P4 agonist	NPY1 pot ag	eIF4E 4G PPI	PGE2 EP2 inh	S1P4 antag	NPY-Y1 antag
O=C(Cn1c(C(=O)NCC2CCCO2)cc2sccc21)c1ccccc1 (configuration not stated)	4	-5	4	-1.8	-4	0	7	-2	2
O=C(CCC1CC(=O)Nc2ccccc21)NCc1ccccc1 (configuration not stated)	2	10	-20	2.4	-7	-3	4	0	10
Cn1c(=O)c2c(nc(NCCCO)n2C/C=C/c2ccccc2)n(C)c1=O	0	-11	2	-0.5	-18	0	7	-13	3
CC(C)CN(C(=O)C(c1ccccc1)c1ccccc1)c1c(N)n(CC(C)C)c(=O)[nH]c1=O	-6	-20	0	0.3	-11	-1	5	1	4
CCOc1ccccc1NC(=O)N1C2CCCC1CC(NC(=O)C1CC1)C2 (configuration not stated)	2	12	30	0.3	-4	7	5	-6	0
CC12CC(NC(=O)N1c1ccc(C(=O)N3CCN(c4ccc(F)cc4)CC3)cc1)c1ccccc1O2 (configuration not stated)	3	12	-13	-0.7	14	2	31	1	-5
COc1ccc(OS(=O)(=O)c2c(C)noc2C)cc1	-2	-6	-11	-1.8	3	-4	2	0	x
CCCCC(CC)C(=O)NCC(C)NC(=O)C(CC)CCCC (configuration not stated)	-3	6	17	-0.3	1	0[fluorescence artefact?]	8	-11	7
O=[N+]([O-])c1ccccc1S(=O)(=O)NCc1ccco1	1	-11	14	0.0	-13	5	6	-8	2
CN(C)CCN(C(=O)c1ccccc1Cl)c1nc2c(Cl)cccc2s1	0	-4	9	2.8	-6	-2[fluorescence artefact?]	9	-14	8
Cc1cc(O)c(/C=N/Nc2ccccc2)c(=O)o1	-5	-8	15	0.0	-17	x	8	-14	-3
COc1cccc(C(=O)N2CCN(Cc3cn[nH]c3-c3ccc(F)cc3F)CC2)c1	4	10	-14	1.2	-6	1	10	-14	1
Cc1cccc(NC(=O)c2ccc(NCCO)c([N+](=O)[O-])c2)n1	3	-12	-1	1.7	23	-4	3	1	x
CN(C)c1nc(Oc2ccc(C(=O)OCC(=O)Nc3ccccc3)cc2)nc(N(C)C)n1	-5	-21	13	-0.3	7	-2	9	-19	-1
CNC(=O)c1cc2cc(OC)ccc2oc1=O	-1	-3	3	2.3	19	3	7	14	1
O=c1c(Cc2ccc(Cl)cc2Cl)c(O)ccn1CCCN1CCOCC1	-2	-2	22	-0.6	-5	1	7	-3	0
Cc1nc2ccccc2nc1SCC(=O)N1CCC(C)CC1	-6	-26	65*	-0.5	-2	4	16	-13	4
c1ccc(C2CC3CC(c4ccccc4)N2O3)cc1 (configuration not stated)	2	-11	35	-0.6	1	1[fluorescence artefact?]	6	-9	8
COC(=O)Nc1ccc(S(=O)(=O)N2CCCCC2C(=O)NCc2ccco2)cc1 (configuration not stated)	4	3	-18	-2.6	0	1	8	-1	0
COc1ccc(NC(=O)C2=C(C)NC(=O)NC2c2ccccc2[N+](=O)[O-])cc1 (configuration not stated)	2	-17	-29	-0.9	0	5	9	4	x
COCCCNC(=O)c1ccc(Cn2c(=O)c3ccccc3n(CC(=O)NCCc3ccc(OC)c(OC)c3)c2=O)cc1	6	1	1	-1.5	6	17	0	7	-6
Cc1ccccc1C1=NC(C(F)(F)F)(C(F)(F)F)c2c(n(C)c(=O)n(C)c2=O)N1	-5	6	-8	-0.2	-11	4	9	-19	7
CN(c1ccccc1)S(=O)(=O)c1ccc(C(=O)Nc2nccs2)cc1	4	1	-55	1.2	-10	-8	12	-23	1
CC(/C=N/NC(=O)Cn1nnc(N)n1)=C\c1ccc(C(C)C)cc1	1	-34	89*	1.7	-6	-1	2	-5	x
Cc1nc(CNS(=O)(=O)c2cc([N+](=O)[O-])ccc2C)cs1	-2	11	0	-0.4	8	-1	5	-6	x
COc1ccc(N2C(=O)CSCC2=O)cc1OC	6	2	14	-2.2	6	-1	5	-9	3
CCOC1OC(=O)C(Cl)=C1Nc1ccc(C)cc1 (configuration not stated)	1	0	2	1.2	8	3	5	-17	2
OC(CNCCC(c1ccccc1)c1ccccc1)COc1ccccc1 (configuration not stated)	5	89*	-11	0.3	96*	3	1	11	-9
COC(=O)c1ccccc1NC(=O)N1CCCC1	3	-8	26	-0.1	-19	-2	8	0	-1
O=C(CCn1c(=O)[nH]c2ccccc2c1=O)NCCSCc1ccccc1	2	6	18	0.7	1	-5	5	2	8
NS(=O)(=O)c1ccc(CNC(=O)c2cc(-c3ccccc3)nc3ccccc23)cc1	5	-14	-13	0.6	8	-4	5	5	x
COc1ccc(CN2CCN(CCC(C)C)C(CCO)C2)cc1Cn1cncn1 (configuration not stated)	2	15	0	-1.0	9	-2	3	1	2
COC(=O)c1cn(NC(=O)C2CCCO2)c(=O)c2ccccc12 (configuration not stated)	0	11	26	1.0	0	4[fluorescence artefact?]	9	-19	2
O=C(COC(=O)c1cc[n+]([O-])cc1)NCCc1ccc(Cl)cc1Cl	5	-4	-14	2.2	1	-2	6	3	1
c1cncc(-c2nc3c(ccc4ccccc43)[nH]2)c1	4	-7	-58&-5	-1.4	-32	-1	11&11	11	-1
COc1cccc(C(c2c(NC(=O)c3ccccc3)sc(C)c2C)N2CCN(C)CC2)c1 (configuration not stated)	1	6	17	1.2	-3	3	4	-16	-3
CC(C)Nc1nc(NC(C)C)nc(NS(=O)(=O)c2ccc(N)cc2)n1	-1	-3	13	-0.4	3	3[fluorescence artefact?]	7	-10	8
FC(F)(F)c1nnc(-c2ccccc2)nc1Oc1ccc(Cl)cc1Cl	0	-13	37	0.1	-3	-7	x	-15	-1
N=C1/C(=C\c2ccc(SCc3ccco3)o2)C(=O)N=C2SC=NN12	18*	3	-23	-0.3	3	-4	5	-14	-2
CC(=O)CC(=O)Nc1ccccc1NC(C)=O	5	15	7	2.5	-9	0[fluorescence artefact?]	12	4	3
CCn1c(C)cc(O)cc1=O	5	4	6	0.2	-8	-3	2	-11	x
Cc1cc(/C=C(/C#N)c2cccc(F)c2)c(C)n1-c1cccnc1	-1	10	-8	0.7	12	-2[fluorescence artefact?]	17	10	6
COc1ccc(OC)c(NC(=O)C2C3CCC(C3=C(C)C)C2C(=O)O)c1 (configuration not stated)	4	2	17	-3.7	15	-4	10	8	8
Cn1cnnc1Sc1ccc(C(=O)NCCC23CC4CC(CC(C4)C2)C3)cc1[N+](=O)[O-]	2	29	4	-0.1	12	4	10	-19	-4
CC1=C(C(=O)Nc2ccc(C)cc2C)C(c2cccs2)NC(=S)N1 (configuration not stated)	0	-4	-9	-1.6	16	-9	5	-7	0
Cc1ccc(NS(=O)(=O)c2ccc(NC(=O)C3CCCO3)cc2)cc1 (configuration not stated)	-1	18	-16	1.0	3	-5	10	6	4
O=C(CC(C(=O)N1CCc2ccccc21)n1ccnc1)NCc1cccnc1 (configuration not stated)	-4	-2	1	0.1	5	1	8	-6	-6
CC(CNC(=O)C(C)C)NC(=O)C(C)C (configuration not stated)	1	3	17	1.4	-12	2	11	7	1
O=C(CSCCO)N1CCc2ccccc21	-6	-2	6&-13	0.8	-6	-2	13&8	-21	-3
CCN(CC)C(=O)CSc1nnc2nnc3cc(Cl)ccc3n12	10	-11	-39	-0.2	2	-3	5	-3	x
O=c1[nH]c2ccccc2[n+]([O-])c1-c1ccccc1	7	1	7	0.3	12	-3	8	5	-2
Cc1cc(C(F)F)nn1CC(=O)NCc1ccccc1F	0	5	11	1.0	-20	-1	4	7	4
O=C(OCC(=O)N1CCN(C(=O)c2ccco2)CC1)c1ccccc1O	3	5	15	0.8	-2	-5	8	-6	1
COC(=O)c1ccc(Cl)c(NS(=O)(=O)c2ccc3c(c2)OCCO3)c1	4	5	17&-20	-0.2	-19	-2	12&14	-3	6
CC(C)C[C@H](NC(=O)NCCC1=CCCCC1)C(=O)O	-3	-6	16	1.4	-6	1	8	-10	x
Cc1cc(C(=O)N/N=C/c2ccc3c(c2)OCO3)c(C)n1-c1ccc(F)cc1	-6	-15	-65	1.1	-10	2	3	-8	1
c1ccc(CNC2=NCCCC2)cc1	-2	9	-2	3.1	-17	2[fluorescence artefact?]	5	-4	2
COc1ccc(OC)c(Nc2nc3ccccc3n3cnnc23)c1	-4	-23	-18	0.0	0	2	10	10	x
Cc1cc(C)nc(-n2nc(C)c(C3(O)C(=O)Nc4ccccc43)c2N)n1 (configuration not stated)	7	1	12	-0.6	15	-4	0	-11	2
Cc1ccc2oc(-c3ccc(NC(=O)c4cccnc4)cc3)nc2c1	-1	-6	-8&-123	1.2	-5	-10	27&21	-6	-8

3 entries drawn at random from those above:
SMILES	p97 inhibitor	NPY2 pot ag	EP2 modulator	S1P4 agonist	NPY1 pot ag	eIF4E 4G PPI	PGE2 EP2 inh	S1P4 antag	NPY-Y1 antag
CC(CNC(=O)C(C)C)NC(=O)C(C)C (configuration not stated)	1	3	17	1.4	-12	2	11	7	1
COC(=O)c1ccc(Cl)c(NS(=O)(=O)c2ccc3c(c2)OCCO3)c1	4	5	17&-20	-0.2	-19	-2	12&14	-3	6
O=C(CSCCO)N1CCc2ccccc21	-6	-2	6&-13	0.8	-6	-2	13&8	-21	-3

(more compounds)
SMILES	p97 inhibitor	NPY2 pot ag	EP2 modulator	S1P4 agonist	NPY1 pot ag	eIF4E 4G PPI	PGE2 EP2 inh	S1P4 antag	NPY-Y1 antag
CN(C)c1nc(Oc2ccc(=O)n(C)n2)nc(N2CCOCC2)n1	4	13	40	0.0	4	2	5	-10	1
Cn1cccc1Cc1nnc(SCC(=O)NCc2ccco2)n1CCc1ccccc1	-2	-4	9	-1.6	1	-6	8	7	-11
CCN(CC)CCCNC(=O)CCc1ccccc1	1	-4	23	0.0	12	1[fluorescence artefact?]	6	-1	10
COc1ccc(NC(=O)CSc2nnc(Cc3cccn3C)n2-c2ccc(OC)cc2)cc1	0	0	49	0.6	19	2	0	-13	2
COc1cc(/C(C)=N/NC(=O)CSc2nnc(C)s2)ccc1O	2	12	15	1.6	13	4	10	-19	x
Cc1nc2ncccn2c1-c1csc(Nc2ccc(O)cc2)n1	9	-4	-50	2.0	-11	1	19	-15	-1
CC(C)N1C(=O)N(c2ccccc2)C(C)(O)CC1(C)C (configuration not stated)	0	10	26	-0.3	6	19	4	-3	-2
COc1cc(NS(=O)(=O)c2ccc(N)cc2)ncn1	4	6	0&8	0.0	6	4	7&12	-18	5
Cc1ccc(-c2n[nH]c(=O)c3ccccc23)cc1N	6	5	7	0.3	-7	9	1	-6	2
COc1ccc(-c2nc(CN3CCN(c4ncccn4)CC3)c(C)o2)cc1C	-6	-8	-29	1.3	-15	0	8	-4	15
COc1cc(/C=C2\SC(=O)N(c3cccc(Cl)c3)C2=O)cc([N+](=O)[O-])c1O	-5	11	-13	-0.7	35	61*	8	-1	-5
CCCc1cc(C(=O)NCc2cccnc2)no1	-5	-11	9	0.5	4	1	8	-7	2
CCN(C(=O)CSc1ccc2ccccc2n1)C1CCS(=O)(=O)C1 (configuration not stated)	-1	8	-7	1.5	5	3	5	-10	0
COc1cccc(-c2nc3n(n2)C(c2cccs2)C(C(=O)Nc2cccnc2)=C(C)N3)c1 (configuration not stated)	-4	-1	4	-0.4	-5	-2	6	0	0
O=C(COc1cccnc1[N+](=O)[O-])Nc1ccc2c(c1)OCO2	1	6	4	0.9	23	-2	0	-14	0

A portion of the library; count on the stated rates, not on these rows.
